S3 lipid droplet: qHTS Assay for Lipid Storage Modulators in Drosophila S3 Cells; Drosophila S3 cells, BODIPY lipid droplet fluorescence, 18-24 h; cells fed with added oleic acid; lipid storage change, negative = inhibition, % at the top dose, mostly 46.1 µM; hits show Potency in µM; 0.64% of 320,000 active; AID 2685; active = well fitted inhibition curve with a large enough effect in the signal ratio, with a control signal flat, not every such curve was filed as active; inconclusive = small, poorly fitted or top-dose-only effect, or effect the other way, or a change in a side signal; the % refers to the signal ratio
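Drosophila S3 cells loaded with oleic acid (400 uM, as added) and compounds at several concentrations; lipid droplets imaged by 488-nm laser-scanning cytometry, 500–530 nm intensity and object ratio to cell channel. Percent activity normalized to 20 uM Triacsin C.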
S3 lipid droplet cell count max: also measured in S3 lipid droplet; calls as there; cell number change, %; measured here: cell count max response;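 cells counted by Cell Tracker Red CMTPX staining in the red channel; peak over a dose series mostly up to 46.1 µM; percent activity relative to internal control wells on each plate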
An asterisk follows results filed as active. % is set by controls: 0 for no effect and ±100 for the full control effect; potency is the fitted concentration of half-maximal effect.

How did COc1ccc(OCc2nnnn2-c2ccccc2)cc1 do in these assays?
S3 lipid droplet: inconclusive

How did CC(C(=O)O)n1ncc2ccccc2c1=O (configuration not stated) do in these assays?
S3 lipid droplet: inconclusive

Results for CCn1ncc([C@@H]2C[C@H]3CN(Cc4cccc(Cl)c4)C(=O)[C@]34CCCN24)c1C ?
S3 lipid droplet: inconclusive

What do the screens show for `CCOC(=O)c1c(C)oc2c1c(CN1CCN(C(=O)OCC)CC1)c(O)c1ccccc12`?
S3 lipid droplet: inconclusive

How did CC(C)n1c(-c2ccc(N(C)C)cc2)nc2ccccc21 do in these assays?
S3 lipid droplet: inconclusive

Results for O=C(O/N=C\c1ccc(N2CCOCC2)c([N+](=O)[O-])c1)c1ccccc1Cl ?
S3 lipid droplet: inconclusive

How did O=C(CCC(=O)c1cccs1)NNC(=O)c1cccc(Cl)c1 do in these assays?
S3 lipid droplet: 18%; S3 lipid droplet cell count max: 19

How did CCS(=O)(=O)N1CCC(C(=O)NCCCN2CCC(Cc3ccccc3)CC2)CC1 do in these assays?
S3 lipid droplet: -5%; S3 lipid droplet cell count max: -17

How did Cc1ccc(NC(=O)C(OC(=O)c2cc(C)oc2C)c2ccccc2)cc1 (configuration not stated) do in these assays?
S3 lipid droplet: 9%; S3 lipid droplet cell count max: -10

What do the screens show for `COc1ccc(CN2C(=O)c3ccccc3C2C(=O)NCCc2ccccc2)c(OC)c1` (configuration not stated)?
S3 lipid droplet: 1%; S3 lipid droplet cell count max: 9

What do the screens show for `CCN1CCN(C(=O)c2ccc(Cl)c(S(=O)(=O)N(C)c3ccccc3)c2)CC1`?
S3 lipid droplet: inconclusive

What do the screens show for `Cc1ccc(S(=O)(=O)N2CCOCC2)s1`?
S3 lipid droplet: 16%; S3 lipid droplet cell count max: 3

The closing 7 entries of the part before lead into the next.
Results for O=C(O/N=C\c1ccc(N2CCOCC2)c([N+](=O)[O-])c1)c1ccccc1Cl ?
S3 lipid droplet: inconclusive

How did O=C(CCC(=O)c1cccs1)NNC(=O)c1cccc(Cl)c1 do in these assays?
S3 lipid droplet: 18%; S3 lipid droplet cell count max: 19

How did CCS(=O)(=O)N1CCC(C(=O)NCCCN2CCC(Cc3ccccc3)CC2)CC1 do in these assays?
S3 lipid droplet: -5%; S3 lipid droplet cell count max: -17

How did Cc1ccc(NC(=O)C(OC(=O)c2cc(C)oc2C)c2ccccc2)cc1 (configuration not stated) do in these assays?
S3 lipid droplet: 9%; S3 lipid droplet cell count max: -10

What do the screens show for `COc1ccc(CN2C(=O)c3ccccc3C2C(=O)NCCc2ccccc2)c(OC)c1` (configuration not stated)?
S3 lipid droplet: 1%; S3 lipid droplet cell count max: 9

What do the screens show for `CCN1CCN(C(=O)c2ccc(Cl)c(S(=O)(=O)N(C)c3ccccc3)c2)CC1`?
S3 lipid droplet: inconclusive

What do the screens show for `Cc1ccc(S(=O)(=O)N2CCOCC2)s1`?
S3 lipid droplet: 16%; S3 lipid droplet cell count max: 3

How did CCN(CC)S(=O)(=O)c1cccc(NC(=O)COC(=O)c2cc(C)oc2C)c1 do in these assays?
S3 lipid droplet: inconclusive

Results for CCS(=O)(=O)C1=NN2C(=N)/C(=C\c3ccc(OC(=O)c4ccco4)cc3)C(=O)N=C2S1 ?
S3 lipid droplet: 16%; S3 lipid droplet cell count max: 6

How did O=C(Cn1c(NCCO)nc2ccccc21)c1ccco1 do in these assays?
S3 lipid droplet: -23%

What do the screens show for `Cc1cc(C(=O)COC(=O)CCCN2C(=O)c3ccccc3C2=O)c(C)n1C`?
S3 lipid droplet: inconclusive

What do the screens show for `Cc1c(-n2cc(C(=O)O)c(=O)c3cc(F)c(N4CCCC4)c(F)c32)c(=O)n(-c2ccccc2)n1C`?
S3 lipid droplet: inconclusive

What do the screens show for `O=C(CN1CCN(C(=O)N2CCOCC2)CC1)Nc1cc(Cl)ccc1Cl`?
S3 lipid droplet: inconclusive

What do the screens show for `O=C1NC(=O)/C(=C\c2ccccc2OCc2ccccc2)S1`?
S3 lipid droplet: 7%; S3 lipid droplet cell count max: -9

What do the screens show for `CSCC[C@@H](CO)NC(=O)c1ccc2nc(C3CCCCC3)oc2c1`?
S3 lipid droplet: 7%; S3 lipid droplet cell count max: -2

Results for COCCNc1c2c(nc3ccccc13)CCC2 ?
S3 lipid droplet: inactive; S3 lipid droplet cell count max: 16

Results for Cc1nc(-c2ccccc2)sc1C(=O)CSc1ccc(F)cc1 ?
S3 lipid droplet: inconclusive

Results for O=C(Cn1c2ccc(F)cc2c2nc3n(c(=O)c21)CCS3)NCC1CCCO1 (configuration not stated) ?
S3 lipid droplet: inactive; S3 lipid droplet cell count max: -9

How did COc1ccc(N2CCN(C(C)=C3C(=O)c4ccccc4C3=O)CC2)cc1 do in these assays?
S3 lipid droplet: inconclusive

What do the screens show for `Oc1ccc(-c2csc(Nc3ncccn3)n2)cc1O`?
S3 lipid droplet: inconclusive

What do the screens show for `COc1ccc(Nc2nnc(Cc3ccc(Cl)cc3)c(=O)[nH]2)c(OC)c1`?
S3 lipid droplet: inactive; S3 lipid droplet cell count max: -5

How did O=C(NCc1ccccc1)NC1(C(=O)N2CCN(c3ccccc3)CC2)CCCCC1 do in these assays?
S3 lipid droplet: inconclusive

What do the screens show for `COc1ccc(CCNC(=O)CN2C(=O)COc3ccc(S(=O)(=O)N4CCCC4)cc32)cc1OC`?
S3 lipid droplet: inconclusive

How did CC(C)CCN(C(=O)CCCSc1nc2ccccc2[nH]1)c1c(N)n(Cc2ccccc2)c(=O)[nH]c1=O do in these assays?
S3 lipid droplet: 25%

How did CCOC(=O)C(=CNc1ccccc1C)C(=O)OCC do in these assays?
S3 lipid droplet: inconclusive

Results for CC(C)CC(=O)Nc1ccnc(-c2ccncc2)n1 ?
S3 lipid droplet: inconclusive

How did COc1ccc(C(=O)NCc2cccnc2)cc1S(=O)(=O)N1CCOCC1 do in these assays?
S3 lipid droplet: inconclusive

Results for CCOc1ccc(C(=O)NCCN2CCOCC2)cc1 ?
S3 lipid droplet: 3%; S3 lipid droplet cell count max: 9

Results for O=S(=O)(Cc1nnnn1-c1ccccc1)c1ccc(Cl)cc1 ?
S3 lipid droplet: 1%; S3 lipid droplet cell count max: 2

How did CSc1nc(C=Nc2ccccc2Cl)c(O)n1Cc1cccc(Cl)c1 do in these assays?
S3 lipid droplet: 0%; S3 lipid droplet cell count max: 24

How did O=C(C1CCOCC1)N1CCCC(N2CCN(c3ccc(F)cc3)CC2)C1 (configuration not stated) do in these assays?
S3 lipid droplet: inconclusive

What do the screens show for `Cc1ccc(Cn2c(O)c(N=NC(=S)Nc3ccccc3F)c3cc(S(=O)(=O)N4CCOCC4)ccc32)cc1`?
S3 lipid droplet: -8%; S3 lipid droplet cell count max: -5

What do the screens show for `CCN(C(=O)COC(=O)c1cc2ccccc2cc1O)C1CCS(=O)(=O)C1` (configuration not stated)?
S3 lipid droplet: 16%; S3 lipid droplet cell count max: 1

Results for CS(=O)(=O)Nc1ccc(C(=O)Nc2ccc3ccccc3c2)cc1 ?
S3 lipid droplet: inconclusive

How did CCOc1ccc(C(C(=O)NC2CCCCC2)N(C(=O)c2ccccn2)c2cccnc2)cc1 (configuration not stated) do in these assays?
S3 lipid droplet: inconclusive

How did Cc1c(NC(C)C)c(=O)n(-c2ccccc2)n1C do in these assays?
S3 lipid droplet: inconclusive

Results for ClCC1CSC(=NC23CC4CC(CC(C4)C2)C3)O1 (configuration not stated) ?
S3 lipid droplet: inconclusive

What do the screens show for `CC1CCN(CCNC(=O)c2ccc3c(=O)n(Cc4ccc(Cl)cc4)c(=S)[nH]c3c2)CC1`?
S3 lipid droplet: inconclusive

Results for Cc1ccc(OCCCNC2CCCC2)cc1 ?
S3 lipid droplet: inconclusive

What do the screens show for `Cc1cc2c(s1)c1c(C)nn(Cc3ccc(F)cc3)c(=O)c1n2C`?
S3 lipid droplet: 28%; S3 lipid droplet cell count max: 9

What do the screens show for `Cc1ccc(CNC(=O)CCNC(=O)Cn2ccc3ccccc3c2=O)cc1`?
S3 lipid droplet: inconclusive

What do the screens show for `O=c1cc(N2CCC3(CC2)OCCO3)[nH]c(=O)n1-c1ccc(Br)cc1`?
S3 lipid droplet: -1%; S3 lipid droplet cell count max: -18

How did CN(C)C(=S)SCC(=O)Nc1cccc(C(F)(F)F)c1 do in these assays?
S3 lipid droplet: 12%; S3 lipid droplet cell count max: 11

Results for COC(=O)c1ccccc1NC(=O)Cn1cc(Br)cn1 ?
S3 lipid droplet: inconclusive

Results for COc1ccc(N2C(=O)CC(NNc3ncc(Cl)cc3Cl)C2=O)cc1 (configuration not stated) ?
S3 lipid droplet: inconclusive

How did Cc1cc(C)nc(/N=C(\N)Nc2cccc(OCc3ccccc3)c2)n1 do in these assays?
S3 lipid droplet: inconclusive

Results for Cc1ccc(C(=O)NCC(c2ccco2)N2CCc3ccccc3C2)cc1 (configuration not stated) ?
S3 lipid droplet: inconclusive

What do the screens show for `C=C1CCC[C@]2(C)C[C@H]3OC(=O)C(CNCC(C)C)[C@H]3CC12` (some centres not stated)?
S3 lipid droplet: -9%; S3 lipid droplet cell count max: -24

How did O=C(Cn1c(NCCO)nc2ccccc21)NCCc1ccc(F)cc1 do in these assays?
S3 lipid droplet: inconclusive

What do the screens show for `FC(F)(F)c1cccnc1Oc1ccc(C2=NCCS2)cc1`?
S3 lipid droplet: 10%; S3 lipid droplet cell count max: 3

What do the screens show for `O=C(CSc1nnc(CNC(=O)c2cccc(C(F)(F)F)c2)o1)NCC1CCCO1` (configuration not stated)?
S3 lipid droplet: 2%; S3 lipid droplet cell count max: -4

Results for Cc1nn(-c2ccccc2)c2nc3c(cc12)C(=O)CCC3 ?
S3 lipid droplet: 0%

Results for COc1ccc(C2C(C#N)=C(N)N(c3ncn[nH]3)C3=C2C(=O)CCC3)cc1 (configuration not stated) ?
S3 lipid droplet: 0%

Results for CCN(CC)CCn1c2ccccc2c2nc(C)sc21 ?
S3 lipid droplet: inactive

Results for C=CCOc1ccc(/C=N/NC(=O)CN2CCOCC2)cc1OCC ?
S3 lipid droplet: 0%; S3 lipid droplet cell count max: 23

Results for O=C(Nc1nc2n(n1)C(c1ccccc1)CC(c1ccc(Cl)cc1)N2)c1ccco1 (configuration not stated) ?
S3 lipid droplet: inconclusive

What do the screens show for `CCOC(=O)C1=NN(C(=O)Cc2ccccc2)C(O)(c2ccc(Cl)cc2)C1` (configuration not stated)?
S3 lipid droplet: inconclusive

How did CCOC(=O)c1[nH]c2ccc(OCC)cc2c1NC(=O)CN1CCC2(CC1)OCCO2 do in these assays?
S3 lipid droplet: inactive; S3 lipid droplet cell count max: 12

What do the screens show for `C=CCc1cccc2ccc(=O)oc12`?
S3 lipid droplet: 12%; S3 lipid droplet cell count max: 5

How did COc1cc(/C=N/NC(=O)CSc2ccccn2)ccc1O do in these assays?
S3 lipid droplet: 14%

Results for COc1ccc(OCC(O)COc2ccc(C(=O)O)cc2)cc1 (configuration not stated) ?
S3 lipid droplet: 6%; S3 lipid droplet cell count max: -13

How did CN1CCN(NC(=O)c2ccc(Br)s2)CC1 do in these assays?
S3 lipid droplet: -8%; S3 lipid droplet cell count max: 6

Results for COc1ccccc1CNC(=O)CN1C(=O)NC2(CCCc3ccccc32)C1=O (configuration not stated) ?
S3 lipid droplet: inconclusive

How did COc1ccc(OCC(=O)N2CCN(C(=O)c3ccc([N+](=O)[O-])cc3)CC2)cc1 do in these assays?
S3 lipid droplet: 4%; S3 lipid droplet cell count max: -8

What do the screens show for `CCC(=O)Nc1ccc(Cl)c(NC(=O)c2c(OC)cccc2OC)c1`?
S3 lipid droplet: inconclusive

What do the screens show for `CCC(Oc1ccccc1)C(=O)Nc1ccccc1N1CCCCC1` (configuration not stated)?
S3 lipid droplet: inconclusive

How did COc1cccc(/C=N/NC(=O)CNC(=O)c2ccc3c(c2)OCCO3)c1O do in these assays?
S3 lipid droplet: -4%; S3 lipid droplet cell count max: -22

The final four entries of the part above open the next one:
How did COc1ccc(OCC(=O)N2CCN(C(=O)c3ccc([N+](=O)[O-])cc3)CC2)cc1 do in these assays?
S3 lipid droplet: 4%; S3 lipid droplet cell count max: -8

What do the screens show for `CCC(=O)Nc1ccc(Cl)c(NC(=O)c2c(OC)cccc2OC)c1`?
S3 lipid droplet: inconclusive

What do the screens show for `CCC(Oc1ccccc1)C(=O)Nc1ccccc1N1CCCCC1` (configuration not stated)?
S3 lipid droplet: inconclusive

How did COc1cccc(/C=N/NC(=O)CNC(=O)c2ccc3c(c2)OCCO3)c1O do in these assays?
S3 lipid droplet: -4%; S3 lipid droplet cell count max: -22

Results for CCOc1ccc(CCNC(=O)c2cc(-c3ccccc3)c(N3CCOCC3)s2)cc1OCC ?
S3 lipid droplet: inconclusive

Results for Cc1ccc(NC(=O)COC(=O)CC2CCCC2)cc1Cl ?
S3 lipid droplet: inconclusive

How did CCOc1ccc(CCNC(=O)COC(=O)Cn2nc(C)c([N+](=O)[O-])c2C)cc1OCC do in these assays?
S3 lipid droplet: inconclusive

Results for CC1(C)NC(=O)N(CC(=O)O)C1=O ?
S3 lipid droplet: inconclusive

What do the screens show for `CCn1cnc2cc([N+](=O)[O-])ccc21`?
S3 lipid droplet: inconclusive

Results for Cc1ccc(C(=O)OCC(=O)Nc2ccccc2Sc2ccccc2)cc1C ?
S3 lipid droplet: inconclusive

How did CCc1nnc(NC(=O)CC(C)c2ccccc2)s1 (configuration not stated) do in these assays?
S3 lipid droplet: 29%; S3 lipid droplet cell count max: -17

How did COC(=O)COc1ccc(C(=O)OC)cc1 do in these assays?
S3 lipid droplet: inconclusive

Results for CC(c1ccco1)N(C(=O)C12CC3CC(CC(C)(C3)C1)C2)c1ccccn1 (configuration not stated) ?
S3 lipid droplet: inconclusive

What do the screens show for `CCOc1ccc(NC(=O)Nc2cc(C)ccc2F)cc1`?
S3 lipid droplet: inconclusive

An excerpt. The share of hits here may be higher or lower than overall.
